PfHsp90 set2 – growth inhibition of PfHsp90-expressing yeast, primary screen, antimalarial PfHsp90 inhibitor project, S. cerevisiae, BacTiter-Glo luminescence, single point, set 2; BacTiter-Glo ATP, 48 h; yeast lacking PDR1 and PDR3 efflux regulators; inhibition, % at 9.4 µM; actives 0.32% (n = 310,000); AID 504621, 2011;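 active means every replicate shows inhibition above about 80%, whatever the replicate mean, limit read from the data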;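 further: 0% = DMSO neutral controls and 100% = 20 µM radicicol positive controls; yeast relying on Plasmodium falciparum Hsp90 in place of its own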
AddAB inh – growth inhibition of E. coli expressing H. pylori AddAB, primary screen, AddAB inhibitor project, absorbance. inhibition, % at 11.9 µM. actives 0.29% (n = 330,000). AID 435030, 2010; in the data active means inhibition above about 12%;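 further: 0% = vehicle wells of infected cells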
DAGLB inhibitor – DAGLB lipase inhibitors, primary screen, biochemical, fluorescence, HTS | inhibition, % at 5.17 µM | HEK293T DAGLB membrane lysate, EnzChek fluorogenic substrate | AID 504411, 2011 | actives 0.059% (n = 340,000) | Diacylglycerol lipase-beta (Homo sapiens), Q8NCG7; in the data active means inhibition above about 34%;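 further: 0% = enzyme with vehicle and 100% = wells lacking enzyme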
Target sequence (Q8NCG7 whole entry, looked up): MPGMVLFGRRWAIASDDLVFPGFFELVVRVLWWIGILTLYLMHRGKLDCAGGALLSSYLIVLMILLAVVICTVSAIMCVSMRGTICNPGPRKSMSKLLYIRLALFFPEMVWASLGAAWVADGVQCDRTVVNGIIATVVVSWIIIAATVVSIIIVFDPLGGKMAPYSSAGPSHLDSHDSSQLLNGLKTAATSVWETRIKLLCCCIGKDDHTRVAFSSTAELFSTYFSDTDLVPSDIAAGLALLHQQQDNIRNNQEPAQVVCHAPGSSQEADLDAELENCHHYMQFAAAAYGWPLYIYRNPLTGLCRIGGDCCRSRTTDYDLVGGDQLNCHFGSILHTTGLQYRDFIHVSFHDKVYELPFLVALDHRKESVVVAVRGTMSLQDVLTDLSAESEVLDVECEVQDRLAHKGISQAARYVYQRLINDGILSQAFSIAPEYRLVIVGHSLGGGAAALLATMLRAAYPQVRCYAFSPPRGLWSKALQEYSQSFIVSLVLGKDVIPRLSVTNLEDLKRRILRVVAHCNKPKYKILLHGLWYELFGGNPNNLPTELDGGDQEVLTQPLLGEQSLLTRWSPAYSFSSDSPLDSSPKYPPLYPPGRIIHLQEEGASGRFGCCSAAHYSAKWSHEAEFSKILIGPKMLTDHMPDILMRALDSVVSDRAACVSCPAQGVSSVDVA
E coli growth – E. coli V3065 growth inhibition, primary screen, counter-screen for AddAB inhibitor project, absorbance, OD600; 18 h; inhibition, % at 11.9 µM; actives 0.27% (n = 330,000); AID 449728, 2010;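 active means inhibition above the campaign's mean inhibition across all tested compounds plus 3 SD, cut at about 9.9% in these data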;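 further: uninfected addAB+ strain grown without phage in ampicillin broth; 0% = DMSO wells and 100% = ciprofloxacin 0.95 µg/ml wells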
CAL PDZ FP – CAL PDZ peptide-binding inhibitors, primary screen, biochemical, fluorescence polarization, Cer-tagged CAL PDZ, HTS; inhibition, % at 20 µM; actives 0.02% (n = 330,000); purified CAL PDZ, TMR-peptide fluorescence polarization, 1 h; AID 504414, 2011;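 active means highest replicate inhibition of at least 40%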;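 further: plate controls were DMSO neutral control wells for no effect and unlabeled competitor peptide control wells for full effect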
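Control set: unlabelled peptide and DMSO controls / Material: purified CerCALP PDZ construct / Timing: 1 h incubation at room temperature before polarization reading / Doses: 20 µM, one dose / Detection: fluorescence polarization (mP)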
Tat transport – E. coli Tat export inhibitors, primary screen, MC4100, TorA-mCherry reporter, fluorescence, single point. inhibition, % at 10 µM. actives 0.036% (n = 340,000);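 active means mean replicate inhibition at least 50% and at least half of replicates individually reaching 50%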;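 further: exported cargo escapes ClpAP degradation while cytoplasmic cargo is degraded and loses fluorescence; 0% = median of neutral control wells and 100% = median of NaSCN control wells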
PvdQ inh – P. aeruginosa PvdQ acylase inhibitors, primary screen, biochemical, fluorescence, plate reader and imaging, single point; PvdQ acylase [Pseudomonas aeruginosa LESB58]; purified PvdQ acylase; inhibition, % at 10 µM; actives 0.063% (n = 340,000); AID 488965, 2010; in the data active means inhibition above about 30%, passing the limit was not always enough;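 further: 0% = vehicle neutral wells and 100% = reference inhibitor wells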
Rtt109 Vps75 – inhibitors of C. albicans Rtt109/Vps75 HAT, primary screen, biochemical, ThioGlo CoA-SH fluorescence, plate reader | inhibition, % at 34.9 µM | actives 0.16% (n = 330,000) | Histone acetyltransferase RTT109 (Candida albicans (strain SC5314 / ATCC MYA-2876)), … | purified Rtt109/Vps75, 4 h;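 active means inhibition of at least 50% in every replicate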
Target sequence (Q5AAJ8 whole entry, looked up): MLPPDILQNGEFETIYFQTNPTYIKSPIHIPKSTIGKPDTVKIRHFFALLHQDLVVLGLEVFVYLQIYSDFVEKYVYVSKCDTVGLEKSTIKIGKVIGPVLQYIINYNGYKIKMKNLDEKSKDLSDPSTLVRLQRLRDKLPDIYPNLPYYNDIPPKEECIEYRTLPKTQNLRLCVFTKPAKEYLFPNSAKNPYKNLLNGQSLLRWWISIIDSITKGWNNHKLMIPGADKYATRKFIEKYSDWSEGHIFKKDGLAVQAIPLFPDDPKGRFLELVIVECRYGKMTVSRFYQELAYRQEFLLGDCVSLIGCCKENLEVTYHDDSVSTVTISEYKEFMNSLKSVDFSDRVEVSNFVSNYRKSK
Wnt bcat act – Wnt/beta-catenin pathway activators, primary screen, cell-based, plate reader, single point | Wnt/beta-catenin reporter cell assay, activator | activation, % at 9.35 µM | actives 1.2% (n = 300,000) | AID 743398, 2014; in the data active means activation above about 30%, passing the limit was not always enough;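 further: 0% = neutral control wells and 100% = positive control wells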
phage Ecoli inh – growth loss of phage-infected E. coli, primary screen, RecBCD inhibitor project, absorbance, with phage, HTS | inhibition, % at 11.9 µM | actives 0.26% (n = 360,000); in the data active means inhibition above about 11%
Active calls of the source: *; x = no result given. Random draw from the library; about 1.9% have a hit in one of these screens.

structure	PfHsp90 set2	AddAB inh	DAGLB inhibitor	E coli growth	CAL PDZ FP	Tat transport	PvdQ inh	Rtt109 Vps75	Wnt bcat act	phage Ecoli inh
CC1(C2CC2)NC(=O)N(CC(=O)N2CCN(S(=O)(=O)c3ccc(F)c(F)c3)CC2)C1=O (stereo unspecified)	-1	1.0	2	2.6	-2.9	2	-2	1	-6	0.3
CCCCC1=CC2=CC(=O)C(C)(OC(=O)CC)C(=O)C2=CN1CCc1ccccn1 (stereo unspecified)	9	3.3	-3	-0.7	0.2	5	15	-12	29	1.4
COCCN(C(=O)COC(=O)/C=C/c1cccc(C(F)(F)F)c1)c1c(N)n(CC(C)C)c(=O)[nH]c1=O	-12	1.1	1	1.6	-0.6	2	-9	1	-3	2.0
CC(C)CC(=O)NC(=S)NCc1ccccc1	2	0.3	-2	1.6	-1.4	6	3	-3	x	2.9
O=C1CS/C(=N\N=C\c2ccccc2Cl)N1CC1CC1	-14	3.1	-11	1.2	-0.6	2	-8	9	2	3.8
COc1cc(C(=O)N/N=C/c2ccc(OC(=O)N3CCOCC3)cc2)cc(OC)c1OC	x	-1.6	-1	-1.7	-1.6	-3	2	-5	-2	5.2
Cc1cccc(C)c1-n1c(SCC(=O)N2CC(=O)Nc3ccccc32)nc2ccccc2c1=O	-5	2.5	6	-2.7	-1.8	-1	-10	10	-4	2.8
CCCOc1ccc(CNC(=O)Cc2cccs2)cc1	3	-0.7	-2	-0.2	-0.2	-7	-12	5	13	1.4
CCOc1ccccc1/C=C/c1onc(C)c1S(=O)(=O)N1CCC(C(=O)NC)CC1	-6	5.4	-1	-0.9	0.1	3	-1	17	0	0.0
COCCNC(=O)CSc1ncnc2sccc12	x	3.8	2	1.1	x	3	-19	1	-2	1.7
Cn1c(CCNC(=O)C2CCCCC2)nc2cc(NC(=O)c3cccs3)ccc21	-2	x	1	x	0.4	-5	-1	2	-1	0.4
COc1ccc(N(CCC(=O)NCCc2ccccc2)S(=O)(=O)c2ccc(C)cc2C)cc1	x	2.5	-7	0.0	-0.4	0	-2	-8	-3	0.1
Cc1nc(C)c(C(=O)C2=C(O)C(=O)N(CCN3CCOCC3)C2c2ccco2)s1 (stereo unspecified)	-7	2.4	2	-2.3	-0.7	7	-7	4	x	2.6
CCCCn1c(SCC(=O)N2CC(C)CC(C)C2)nc2cc(S(N)(=O)=O)ccc21 (stereo unspecified)	9	-0.6	-1	-0.4	-1.2	4	-6	18	x	-0.7
CSc1nc(N(C)NC(=O)c2ccc(F)cc2)c2ccccc2n1	6	-1.6	-2	0.9	-2.2	3	2	2	x	1.6
CCOC(=O)c1c(C)[nH]c(C(=O)OCC(=O)N2CCc3ccccc32)c1C	2	2.2	-1	-1.9	-3.0	-9	-5	-8	x	2.7
COc1ccc(-c2cc3cc4c(cc3cn2)OCO4)cc1	-13	-3.0	-6	-3.7	-0.7	-4	-1	2	37*	1.4
Cc1ccccc1N1C(=O)C2ON(c3ccccc3)C(c3ccco3)C2C1=O (stereo unspecified)	18	2.1	0	0.2	0.0	2	-22	-3	2	2.2
O=C(Cc1ncc(C(F)(F)F)cc1Cl)N1CCN(c2ccccn2)CC1	-20	2.9	-2	0.9	0.2	2	4	-9	-8	-0.4
Cc1ccc(-n2ncc3c(=O)n(Cc4cccnc4)cnc32)cc1	9	x	3	x	-2.0	-1	-11	2	x	2.2
Nc1ncccc1C(=O)OCC(=O)N1CCN(S(=O)(=O)c2ccc(Cl)cc2)CC1	x	-0.2	3	-0.3	-0.6	0	-8	-17	1	1.4
O=C(NC1CC1)c1ccc2c(Cl)c3c(nc2c1)CCCC3	x	2.8	1	0.5	-4.0	-1	-12	-9	22	2.8
CC1CCN(C(=O)COC(=O)c2ccc(Br)o2)CC1	x	1.1	0	-2.2	0.2	-5	-15	-8	0	2.4
O=C(NCCCN1CCOCC1)c1cccc(NC(=O)c2ccccc2)c1	-15	-0.2	3	-0.4	0.8	-15	4	-3	0	1.9
COC(=O)CCSCC(=O)Nc1cc(C)on1	1	2.1	0	1.6	0.4	3	2	-21	x	2.8
Fc1ccc(COc2ccccc2CNc2nn[nH]n2)cc1	5	5.1	0	3.3	-1.9	-6	-18	-8	x	2.8
COc1ccc(-c2c(C)cc3oc(=O)cc(-c4ccccc4)c3c2C)cc1OC	-13	0.4	-7	1.1	-1.0	-4	-16	-23	-1	-0.6
COc1cc(/C=C/c2cc(C(=O)O)c3ccccc3n2)cc(OC)c1O	16	4.0	1	-0.2	-0.7	-9	-14	0	-2	2.2
OC(c1ccccn1)C1CCN(Cc2nc(C(c3ccccc3)c3ccccc3)no2)CC1 (stereo unspecified)	-17	-0.1	-3	-1.5	-2.6	23	14	15	0	4.8
COc1ccc(C(C)=O)cc1COc1ccc(Cl)c(C)c1	-15	-1.6	-8	-0.9	-2.0	12	-3	-5	1	1.9
COc1ccc(-c2cc3nc(-c4ccccc4)cc(N4CCCC(O)C4)n3n2)cc1 (stereo unspecified)	-33	-2.1	-1	-1.1	-4.0	6	-10	-18	-7	2.5
Cn1nc(C(F)(F)F)c(C(=O)Nc2ccc(F)cc2F)c1Sc1ccc(Cl)cc1	-12	0.8	-17	2.2	-0.9	0	-7	-4	2	2.3
CN(C)C(=O)CSc1nc2ccc(C(=O)c3ccccc3)cc2[nH]1	-7	1.2	0	-0.8	-1.1	7	-12	-1	2	1.6
O=C1c2ccccc2C(=O)C1c1ccccc1F	1	0.4	-1	1.1	0.4	-3	7	1	-1	1.7
CCOC(=O)c1[nH]c(C)c(C(=O)OCC(=O)NC(=O)NC(C)(C)C)c1C	8	-2.6	1	-1.6	-0.1	-1	-18	0	-6	1.9
CCCn1c2ccccc2c2cnn(CC(=O)NC3CCCCC3)c(=O)c21	2	3.5	-2	0.2	-1.1	2	7	9	-2	-0.1
COc1ccc(-c2ccc(CCC(=O)O)n2C(C)C)cc1	-8	-1.4	-3	-2.2	-3.0	-6	-14	-19	0	1.4
O=C(Nc1ccccc1N1CCOCC1)c1ccc([N+](=O)[O-])s1	103*	0.3	-2	-1.2	-1.7	2	4	7	4	4.2
O=C(c1ccc2c(=O)n(-c3ccccc3)c(=S)[nH]c2c1)N1CCCCC1	-3	0.8	-1	-0.2	-0.1	-3	-15	-11	-2	0.4
CSc1ccccc1NC(=O)CN(C)C(C)C(=O)NCc1ccc2c(c1)OCO2 (stereo unspecified)	x	-0.5	-1	0.3	-0.1	-3	-4	14	-8	-4.4
COc1cccc(C(=O)NNC(=O)c2ccccc2-n2cccc2)c1	7	0.2	0	1.7	-0.8	-1	5	-2	0	1.9
Cc1cccn2c(=O)nc(SCC(=O)N3N=C(c4cccs4)CC3c3ccc(F)cc3)nc12 (stereo unspecified)	-6	x	1	x	-3.7	-3	3	6	-17	4.7
COc1cc(SC)ccc1C(=O)Nc1cccc(S(=O)(=O)NC2=NCCCCC2)c1	x	2.2	-1	-0.1	-4.8	-4	1	12	2	4.2
CCCCc1cc(=O)oc2c(C)c(OCC(=O)N3CCC(C(=O)O)(c4ccccc4)CC3)ccc12	-9	2.2	3	4.2	-1.4	2	7	16	-1	1.7
O=C(CCCN1C(=O)/C(=C\c2ccco2)SC1=S)Nc1cccc2ccccc12	-4	1.3	8	2.2	-3.7	-8	-18	2	-2	0.6
COc1ccc(C(=O)CSc2nnc(CNC(=O)c3ccc(OC)cc3)n2C)cc1	18	2.3	2	0.6	-1.9	8	-12	26	-2	0.4
COc1ccccc1N1CCN(C(=O)c2cc(-c3ccc(Cl)c(Cl)c3)on2)CC1	x	0.6	2	1.9	-3.2	4	2	3	x	2.7
O=C(O)C1[C@H]2C(=O)N(Cc3cccs3)C[C@]23C=C[C@H]1O3 (stereo partly specified)	-26	4.0	-1	0.0	-0.1	5	-10	-16	-2	3.4
C=CCn1c(-c2sc3nc(C)cc(C)c3c2N)n[nH]c1=S	x	0.8	x	-2.0	x	x	x	x	0	2.9
O=c1c(Cl)c(N2CCN(c3ccccc3)CC2)cnn1C12CC3CC(CC(C3)C1)C2	10	1.9	-5	1.0	-1.0	7	-8	9	x	1.5
O=C(NCc1ccco1)/C(=C\c1ccco1)NC(=O)c1ccccc1Cl	6	2.0	0	-2.6	-0.3	-3	-4	8	0	1.8
COC(=O)c1ccc2c(=O)n(-c3ccccc3)c(SCN3C(=O)c4ccccc4C3=O)nc2c1	-21	0.0	-1	0.4	-0.7	-9	-7	-38	1	2.9
COc1cccc(CNC[C@H]2O[C@@H](n3cnc(C(N)=O)n3)[C@H](O)[C@@H]2O)c1OCc1ccc(F)cc1Cl	19	x	-2	x	-2.7	-2	1	-7	-4	1.7
Cc1nn(-c2cccc(Cl)c2)nc1C(=O)Nc1cccc(C(=O)NC2CC2)c1	-9	-1.4	-5	-3.9	-1.2	4	-10	-5	-1	0.1
Cc1ccc(NC(=O)CC2S/C(=N/c3nccs3)N(C)C2=O)cc1C (stereo unspecified)	7	0.2	4	1.1	-1.3	-7	11	x	x	1.7
O=S(=O)(Nc1ccccc1C(F)(F)F)c1ccc(-c2ccccn2)s1	-40	x	5	x	-3.5	-8	1	2	0	2.8

A portion taken from the entries so far:
structure	PfHsp90 set2	AddAB inh	DAGLB inhibitor	E coli growth	CAL PDZ FP	Tat transport	PvdQ inh	Rtt109 Vps75	Wnt bcat act	phage Ecoli inh
C=CCn1c(-c2sc3nc(C)cc(C)c3c2N)n[nH]c1=S	x	0.8	x	-2.0	x	x	x	x	0	2.9
O=c1c(Cl)c(N2CCN(c3ccccc3)CC2)cnn1C12CC3CC(CC(C3)C1)C2	10	1.9	-5	1.0	-1.0	7	-8	9	x	1.5

Going on with the list:
structure	PfHsp90 set2	AddAB inh	DAGLB inhibitor	E coli growth	CAL PDZ FP	Tat transport	PvdQ inh	Rtt109 Vps75	Wnt bcat act	phage Ecoli inh
O=C(Nc1ccccc1)c1ccc(CN2CCC(Cc3ccccc3)CC2)cc1	2	1.4	-3	2.4	-0.4	7	3	-2	x	0.4
Cc1ccc(N/C=C/C(=O)c2ccco2)c(O)c1	-24	1.4	6	0.5	0.5	9	-5	-5	56*	3.3
Cc1ccc2cc(CN(CCCN3CCOCC3)C(=O)NC3CCCCC3)c(=O)[nH]c2c1C	-6	2.1	3	-2.2	-1.4	-8	-11	0	-5	-0.4
O=C(Nc1cccc(NC(=O)c2ccc(-c3ccc(Br)cc3)o2)c1)c1ccco1	13	1.9	-2	1.6	-3.2	2	-5	-12	x	1.0
COC(C[C@@H](O)CC(=O)COCc1ccccc1)OC	26	x	-1	x	0.0	-10	-5	-3	4	1.4
Cc1cc(C)n2nc(C(=O)Nc3cccc(S(=O)(=O)N(C)c4ccccc4)c3)nc2n1	-59	-2.0	-1	-3.6	-1.0	-11	-8	7	-1	2.1
